Bioassay records (PubChem)
Rev-RRE block: disrupts HIV-1 Rev binding to RRE RNA; P05866; Rev peptide-RRE RNA binding, FRET; inhibition, % at 8 µM; actives 0.79% (n = 97,000);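 active = inhibition above the screen-wide mean plus 3 SD, cut at about 35% in these data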;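 also: 0% = median DMSO wells and 100% = median Neomycin B control wells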
Target sequence (P05866 whole entry, looked up): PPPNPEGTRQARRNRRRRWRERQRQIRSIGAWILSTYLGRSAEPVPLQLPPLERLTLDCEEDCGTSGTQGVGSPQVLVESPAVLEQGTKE
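Test system: labelled RRE RNA duplex and labelled Rev peptide. Times: 5 min compound–RNA preincubation, then 15 min with peptide, 25 °C. Doses: single-dose 8 µM. Measured by: FRET, excitation 480 nm, emission 540 nm donor and 671 nm acceptor. Measure: % inhibition of FRET ratio versus controls.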
FAK inh: blocks human focal adhesion kinase activity | inhibition, %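 (tested at 7 µM)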 | Q05397 | AID 727 | biochemical FAK kinase activity assay | actives 0.84% (n = 97,000); in the data active = inhibition above about 19%;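 also: 0% = DMSO and 100% = reference compound high control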
EphB4 ephrin blk: antagonists of human EphB4-ephrin-B2 interaction | P54760 | inhibition, % at 7 µM | actives 0.15% (n = 97,000) | EphB4 LBD / TNYL-RAW-Alexa532 peptide, fluorescence polarization | AID 720;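 active = inhibition above the screen-wide mean inhibition plus 3 SD, cut at about 15% in these data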;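 also: 0% = DMSO wells and 100% = excess unlabeled TNYL-RAW peptide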
PTPN22 act: LYP (human) phosphatase activation; Q9Y2R2; recombinant LYP, DiFMUP fluorescence; 0 = plate median, 100 = signal doubled; activation, % at 2 µM; actives 0.11% (n = 96,000); AID 697;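 active = activation at 2 µM above a set limit, the mean plus 5 SD, cut at about 37% in these data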
cytoskel mod: cytoskeleton assembly modification; HUVEC TNFa F-actin phalloidin imaging, high content; inhibition, % at 2 µM; actives 0.18% (n = 91,000); AID 836;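 active = inhibition above the batch mean plus 3 SD and confirmed as a hit by visual image inspection, cut at about 30% in these data, passing the limit was not always enough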; also: strong numbers were not always called active
PTPN22 inh 2: LYP (human) phosphatase inhibition; recombinant LYP catalytic domain, DiFMUP fluorescence; inhibition, % at 2 µM; actives 0.21% (n = 96,000);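 active = inhibition at 2 µM at or above a set limit, the screen mean plus 3 SD, cut at about 24% in these data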;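 also: 0% = DMSO with enzyme and 100% = enzyme fully blocked by orthovanadate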
PTK2B oligo ant: Pyk2 (human) oligomerization antagonism | z-score (the deposit names both 25 µM and 10 µM) | actives 0.83% (n = 99,000) | Q293 cells, Pyk2 FERM NanoBiT luminescence; stronger effect = lower value | Q14289 | AID 1347419;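 active = Z-score of -3 or lower, scaled per plate to the spread of control and sample wells; inactive = z-score above -3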;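 also: negative z-score means lost luminescence so less FERM oligomerization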
Target sequence (Q14289 whole entry, looked up): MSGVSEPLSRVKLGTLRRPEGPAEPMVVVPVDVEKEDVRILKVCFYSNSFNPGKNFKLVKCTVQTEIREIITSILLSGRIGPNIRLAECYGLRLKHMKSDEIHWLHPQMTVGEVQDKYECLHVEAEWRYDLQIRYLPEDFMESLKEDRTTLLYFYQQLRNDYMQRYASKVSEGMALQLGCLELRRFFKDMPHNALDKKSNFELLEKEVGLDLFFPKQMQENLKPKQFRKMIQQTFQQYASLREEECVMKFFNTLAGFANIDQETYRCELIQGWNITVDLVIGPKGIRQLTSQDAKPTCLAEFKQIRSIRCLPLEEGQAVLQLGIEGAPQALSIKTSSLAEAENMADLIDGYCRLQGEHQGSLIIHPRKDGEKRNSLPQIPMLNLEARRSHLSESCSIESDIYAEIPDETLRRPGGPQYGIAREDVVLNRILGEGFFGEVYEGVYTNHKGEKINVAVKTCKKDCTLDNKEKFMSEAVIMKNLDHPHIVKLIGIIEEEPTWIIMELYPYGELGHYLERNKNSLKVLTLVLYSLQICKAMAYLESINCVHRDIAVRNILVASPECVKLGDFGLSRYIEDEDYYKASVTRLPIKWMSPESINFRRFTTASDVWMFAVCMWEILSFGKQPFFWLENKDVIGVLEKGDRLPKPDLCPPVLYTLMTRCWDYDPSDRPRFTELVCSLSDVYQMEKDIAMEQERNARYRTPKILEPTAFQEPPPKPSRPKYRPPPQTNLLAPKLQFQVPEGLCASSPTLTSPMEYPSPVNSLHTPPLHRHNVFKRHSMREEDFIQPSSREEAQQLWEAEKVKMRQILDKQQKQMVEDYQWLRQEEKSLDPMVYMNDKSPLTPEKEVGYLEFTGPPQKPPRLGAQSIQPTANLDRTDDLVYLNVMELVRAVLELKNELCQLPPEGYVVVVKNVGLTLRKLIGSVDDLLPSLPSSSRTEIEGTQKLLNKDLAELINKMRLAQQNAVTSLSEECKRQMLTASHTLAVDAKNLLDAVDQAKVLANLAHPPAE
Plk1 PBD FP: blocks phosphopeptide binding to human Plk1 polo box domain; AID 693; actives 0.13% (n = 97,000); P53350; inhibition, %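 (tested at about 20 µM)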; Plk1 PBD phosphopeptide binding, fluorescence polarization; in the data active = inhibition above about 34%, passing the limit was not always enough
PLK1 inh: PLK1 (human) kinase inhibition. P53350. inhibition, % at 10 µM. recombinant PLK1 kinase, TR-FRET peptide phosphorylation. actives 0.53% (n = 97,000);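 active = inhibition of 50% or more in the single-concentration screen; inactive = inhibition below 50%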;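 also: 0% = DMSO max control and 100% = H-89 dihydrochloride min control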
The depositor's hits bear a star; / = not tested or not shown.

Results follow in this order: Rev-RRE block	FAK inh	EphB4 ephrin blk	PTPN22 act	cytoskel mod	PTPN22 inh 2	PTK2B oligo ant	Plk1 PBD FP	PLK1 inh
- CC(C)CC(c1nnnn1CCc1ccccc1)N1CCN(C(=O)c2ccco2)CC1 (stereo not given)
→ 3	1	-4	6	23	-5	0.26	-25	-4
- O=C(NC1CCC(O)CC1)c1ccc(S(=O)(=O)NCc2ccco2)cc1 (stereo not given)
→ 4	1	-2	8	12	-12	-0.11	-5	-6
- COC(=O)C1=C2SC(C)C(=O)N2C(N)=C(C#N)C1c1cc(OC)c(OC)c(OC)c1 (stereo not given)
→ 5	1	1	4	20	-8	-0.54	-4	-15
- CCOC(=O)Cc1csc(NC(=O)c2cc(OC)cc(OC)c2)n1
→ 6	0	7	-1	5	1	-0.6	-25	-8
- CC1CC(C)CN(CC(=O)N2c3ccccc3CCc3ccccc32)C1 (stereo not given)
→ 3	4	1	-6	1	10	-0.38	7	-9
- Cc1ccc(S(=O)(=O)Oc2ccc3c(c2)O/C(=C\c2cccnc2)C3=O)cc1
→ 7	0	5	-16	/	17	-3*	-6	-10
- Cn1c(C(=O)N2CCCC(C(=O)NCCN3CCOCC3)C2)cc2sccc21 (stereo not given)
→ 3	0	0	-1	/	0	1.6	31	-1
- COc1ccccc1CC(=O)Nc1ccc(OC)c(OC)c1
→ 7	-2	4	1	-13	-2	-0.08	-21	-10
- CCOC(=O)N1CCN(C(=O)CCS(=O)(=O)c2ccc(Br)s2)CC1
→ 1	-4	-11	0	7	-3	1.4	-9	-1
- CCn1nc(C)c(NC(=O)CCSc2nc(-c3ccco3)cc(C(F)(F)F)n2)c1C
→ -2	-7	-2	6	2	-3	0.73	10	-4
- Cc1cc(C(=O)OCC(=O)c2ccc(Br)s2)c(C)o1
→ 10	-2	-6	3	1	-3	/	-2	5
- CC1CCC(n2c(=S)[nH]c3ccccc3c2=O)CC1 (stereo not given)
→ 1	-1	-5	2	-1	-2	0.43	-29	-6
- COc1cccc(/C=N/NC(N)=S)c1OS(=O)(=O)c1ccccc1
→ 0	0	0	-6	-1	1	-0.92	-1	-7
- O=C(CCC(=O)c1ccc(F)cc1)OC1CCOC1=O (stereo not given)
→ 3	-4	-13	-3	12	0	0.16	-3	-7
- CC(CCc1ccccc1)NC(=O)c1ccncc1 (stereo not given)
→ 1	-2	1	7	6	-13	-0.19	-1	2
- CCCn1nnc(NC(=O)COc2ccc(C3CCCCC3)cc2)n1
→ 4	1	9	-15	-8	10	-0.67	-4	-6
- Cc1cc(N/C=C2\CCCCC2=O)no1
→ 5	-1	-1	-2	-7	3	-0.3	-20	-11
- CC(C)C(NC(=O)c1ccc(Cl)cc1)C(=O)O (stereo not given)
→ 9	-4	-8	2	14	1	0.64	-18	-2
- COCCN1Cc2c(sc(C)c2C)N(C(=O)c2ccccc2)C1
→ 9	5	-1	6	52	-7	-0.77	-8	4
- NC(=O)c1cccc2c(=O)oc3ccccc3c12
→ 5	-1	-3	-12	-8	9	-0.75	14	2
- COc1cccc(CN2CCN(CC(=O)Nc3ccccc3Cl)CC2)c1
→ 0	5	0	-2	-6	2	0.19	-17	-4
- Cc1cc(C)n2c(SCC(=O)NCc3ccco3)nnc2n1
→ 0	0	-1	0	-8	-4	0.62	-19	-10
- O=C(NCc1cccnc1)c1cccc(S(=O)(=O)N2CCOCC2)c1
→ 8	-2	7	3	-7	-6	0.49	15	11
- CCOC(=O)Nc1ccc2c(c1)N(C(=O)CCN(C)C)c1ccccc1S2
→ -6	0	2	6	-40	-8	-0.52	-18	1
- CCn1c(SCc2c(F)cccc2Cl)nnc1-c1ccco1
→ 7	0	2	1	-20	-2	0.72	13	-4
- Cc1ccc2[nH]c(=O)c(CN(CC3CCCO3)C(=O)c3ccncc3)cc2c1 (stereo not given)
→ -2	0	-3	12	-50	-13	-0.79	1	-10
- CCCCNc1c2c(nc3c(-c4ccccc4)c(C)nn13)CCC2
→ 1	4	-3	-13	/	14	0.95	-10	-2
- Fc1ccc(-c2nnn(Cc3nc4ccccc4s3)n2)cc1
→ 13	-2	2	3	11	-4	-0.46	-29	-7
- Cc1cc2cc(CNC(=O)c3cccs3)ccc2[nH]1
→ 12	5	-1	0	-3	-3	/	-2	-14
- Nn1c(SCC(=O)Nc2ccc3c(c2)OCO3)nnc1C1CCCCC1
→ -2	0	-2	15	6	-20	/	9	-13

An excerpt of these results, as comma-separated lines.
SMILES,Rev-RRE block,FAK inh,EphB4 ephrin blk,PTPN22 act,cytoskel mod,PTPN22 inh 2,PTK2B oligo ant,Plk1 PBD FP,PLK1 inh
CC(C)CC(c1nnnn1CCc1ccccc1)N1CCN(C(=O)c2ccco2)CC1 (stereo not given),3,1,-4,6,23,-5,0.26,-25,-4
CC1CCC(n2c(=S)[nH]c3ccccc3c2=O)CC1 (stereo not given),1,-1,-5,2,-1,-2,0.43,-29,-6
Nn1c(SCC(=O)Nc2ccc3c(c2)OCO3)nnc1C1CCCCC1,-2,0,-2,15,6,-20,/,9,-13
CCCn1nnc(NC(=O)COc2ccc(C3CCCCC3)cc2)n1,4,1,9,-15,-8,10,-0.67,-4,-6
COc1ccccc1CC(=O)Nc1ccc(OC)c(OC)c1,7,-2,4,1,-13,-2,-0.08,-21,-10
CCOC(=O)Nc1ccc2c(c1)N(C(=O)CCN(C)C)c1ccccc1S2,-6,0,2,6,-40,-8,-0.52,-18,1

For reference, 2 of the compounds above:
Results follow in this order: Rev-RRE block	FAK inh	EphB4 ephrin blk	PTPN22 act	cytoskel mod	PTPN22 inh 2	PTK2B oligo ant	Plk1 PBD FP	PLK1 inh
- CCCCNc1c2c(nc3c(-c4ccccc4)c(C)nn13)CCC2
→ 1	4	-3	-13	/	14	0.95	-10	-2
- Fc1ccc(-c2nnn(Cc3nc4ccccc4s3)n2)cc1
→ 13	-2	2	3	11	-4	-0.46	-29	-7

Next section:
Results follow in this order: Rev-RRE block	FAK inh	EphB4 ephrin blk	PTPN22 act	cytoskel mod	PTPN22 inh 2	PTK2B oligo ant	Plk1 PBD FP	PLK1 inh
- Fc1ccc(CN2CCCCCCC2)cc1
→ 9	-1	-9	-8	5	8	-0.91	-7	-6
- O=C(CCCC(=O)N1CCCc2ccccc21)N1CCCc2ccccc21
→ 2	0	-14	26	3	-30	-0.46	1	-2
- O=c1cc(CN2CCN(c3ccccc3)CC2)c2cc(O)c(-c3ccccc3)cc2o1
→ 3	-3	-5	6	22	-8	-0.04	3	-16
- c1ccc(-n2ncc3c2ncn2nnnc32)cc1
→ 3	5	-1	3	-2	-7	0.53	-3	15
- Cc1cccc(C(=O)NCc2nnc(SCC(=O)N3CCN(c4ccccc4)CC3)n2C)c1
→ 7	2	-3	0	-1	-1	0.56	10	-5
- CN(C)c1ccc(/C(=N\O)c2ccccc2)cc1
→ 6	3	3	-6	16	9	-1.7	5	-3
- CCc1ccccc1NC(=O)c1ccc(CN2CCC(Cc3ccccc3)CC2)cc1
→ 7	-2	2	10	-10	-8	0.15	-10	8
- Cc1nc2ccccc2c(=O)n1/N=C/c1ccc(N(C)C)cc1
→ 4	1	-7	-1	-22	-2	0.09	21	-12
- CCN(CC)S(=O)(=O)c1csc(C(=O)NC2CCCCC2)c1
→ 1	-2	-5	6	-4	-8	-0.22	-12	-9
- COCC(=O)N(Cc1ccco1)c1nnc(C2CCOC2)s1 (stereo not given)
→ 9	-2	-5	-6	-14	7	0.21	3	-3
- CCCCn1c(SCc2ccccn2)nc2c1c(=O)n(C)c(=O)n2C
→ 3	1	10	8	-7	-12	0.55	8	11
- Cc1cc(C)c(C)c(OCC(=O)NCCN(C)C)c1
→ 2	0	-7	-7	15	5	-0.46	29	-4
- Cc1cccc(C)c1-n1c(C)cc(/C=N/NC(N)=S)c1C
→ 0	0	2	-4	-10	4	-0.24	15	-10
- CCN1C(=O)/C(=C2/Sc3ccc(OC)cc3N2C)SC1=Nc1ccc(C)cc1
→ 1	0	0	28	6	-28	/	-16	-10
- CC(C)(C)c1cc(CCC(=O)N2CCNCC2)c(C(C)(C)C)cc1O
→ 2	0	9	12	2	-16	0.45	-3	-1
- CCc1cccc2c(C#N)cn(CC(=O)NCCOC)c12
→ -1	-11	-7	7	-10	-8	-0.69	-13	-19
- Cc1ccc2c(c1)N(CC(=O)NCCc1c[nH]c3ccccc13)C(=O)CO2
→ -2	-5	-2	-5	-2	3	-0.72	-4	-17
- COc1ccc(OC)c(C(=O)c2ccc(C(=O)N3CCCCC3)cc2)c1
→ 5	-1	-6	-2	0	1	0	-22	-8
- O=C(N1CCN(c2ccccn2)CC1)N1c2ccccc2Sc2ccccc21
→ -4	-4	-7	-1	-73	-2	-1.3	-30	-12
- Cc1ccc(OCCCN2CCCC2)c(C)c1
→ -7	-1	-6	3	0	-3	1.1	18	2
- CN(C(=O)CN1C(=O)c2ccccc2S1(=O)=O)c1ccccc1C(=O)O
→ 2	1	-9	-2	3	1	-0.02	14	-6
- COc1cccc(CNC(=O)CCS(=O)(=O)c2cccs2)c1
→ 3	4	2	-5	-1	7	1	1	-10
- O=C(c1nn(Cc2ccccc2)c(=O)c2ccccc12)N1CCc2ccccc2C1
→ 1	3	-1	14	-21	-9	1.2	21	-15
- CCC1Oc2ccccc2N(CC(=O)Nc2ccc(OC)cc2OC)C1=O (stereo not given)
→ 8	1	1	5	19	-1	-0.89	10	-19
- O=C(O)c1cccc(NC(=O)c2cccc(S(=O)(=O)N3CCCCC3)c2)c1
→ 0	-1	-4	2	6	-1	0.18	12	-5
- CCn1c(=O)c2c(nc(SCc3ccccn3)n2C)n(C)c1=O
→ 1	-1	-54	3	-6	-3	0.98	24	-8
- O=C(NC1CCCCC1)C1CCN(S(=O)(=O)c2cccs2)CC1
→ 5	-7	4	-10	/	8	-0.2	12	-5
- COc1ccc(CCNc2c([N+](=O)[O-])c(=O)oc3ccccc23)cc1OC
→ 0	0	1	11	11	-8	0.5	-35	-11
- NC(=O)NCC12CC3CC(CC(C3)C1)C2
→ 5	-6	-1	-3	39	1	0.98	14	6
- CCOc1ccc(C2CC(=O)n3nc(C45CC6CC(CC(C6)C4)C5)nc3S2)cc1OC (stereo not given)
→ 3	6	1	-6	-8	12	0.61	3	-10

Whole records from above.
Cc1cc(C)c(C)c(OCC(=O)NCCN(C)C)c1 is listed as Rev-RRE block = 2; FAK inh = 0; EphB4 ephrin blk = -7; PTPN22 act = -7; cytoskel mod = 15; PTPN22 inh 2 = 5; PTK2B oligo ant = -0.46; Plk1 PBD FP = 29; PLK1 inh = -4
O=c1cc(CN2CCN(c3ccccc3)CC2)c2cc(O)c(-c3ccccc3)cc2o1 is listed as Rev-RRE block = 3; FAK inh = -3; EphB4 ephrin blk = -5; PTPN22 act = 6; cytoskel mod = 22; PTPN22 inh 2 = -8; PTK2B oligo ant = -0.04; Plk1 PBD FP = 3; PLK1 inh = -16
Cc1ccc(OCCCN2CCCC2)c(C)c1 is listed as Rev-RRE block = -7; FAK inh = -1; EphB4 ephrin blk = -6; PTPN22 act = 3; cytoskel mod = 0; PTPN22 inh 2 = -3; PTK2B oligo ant = 1.1; Plk1 PBD FP = 18; PLK1 inh = 2

(cont.)
Results follow in this order: Rev-RRE block	FAK inh	EphB4 ephrin blk	PTPN22 act	cytoskel mod	PTPN22 inh 2	PTK2B oligo ant	Plk1 PBD FP	PLK1 inh
- [2H]c1c([2H])c([2H])c(C(=O)c2sc(N3CCCCCC3)nc2-c2ccccc2)c([2H])c1[2H]
→ 11	2	-5	-2	-16	6	-1	4	-12
- Cc1cccc(-n2cccc2)c1C#N
→ 10	8	9	-9	24	13	0.91	2	-3
- CC1=NN(c2cccc(Cl)c2)C(=O)C12CC(C)=C(C)CS2 (stereo not given)
→ 17	-1	2	3	/	-7	0.07	-20	-9
- N#CCC(=O)NCCCOC(=O)Nc1ccc(Cl)c(Cl)c1
→ 9	4	-1	-4	-35	2	-0.43	13	-3
- CCOC(=O)C1=C(C)NC(=S)N(C(C)=O)C1c1ccc(Cl)cc1 (stereo not given)
→ 0	0	-4	0	3	0	-1	6	-6
